# Assay outcomes deposited in PubChem BioAssay by several laboratories.
# CatS block – inhibitors of human cathepsin S; P25774; recombinant cathepsin S, AMC dipeptide fluorescence, pooled mixtures; inhibition, %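 (tested at 5 µM per compound within 10-compound mixtures)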; actives 0.06% (n = 62,000); in the data active means inhibition above about 32%, passing the limit was not always enough;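 further: 0% = enzyme without compound and 100% = blank without enzyme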
# PKA kinase inh – PKA (human) kinase inhibition | P17612 | PKA Kemptide phosphorylation, Kinase-Glo ATP luminescence | inhibition, % at 6 µM | actives 0.1% (n = 65,000) | AID 524;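 active means inhibition above the screen-wide mean inhibition plus 3 SD, cut at about 21% in these data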; further: many of its hits are not listed in these tables
# FXIa mix inh – blocks human factor XIa in pooled compound mixtures. P03951. AID 680. actives 0.19% (n = 62,000). purified FXIa, fluorogenic substrate. inhibition, % at 5 µM;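 further: each value is inhibition by a whole ten-compound pool holding the compound; 0% = enzyme with no mixture and 100% = wells lacking enzyme; strong numbers were not always called active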
# JNK3 blocker – inhibitors of human JNK3 kinase; actives 0.61% (n = 60,000); AID 746; inhibition, % at 8 µM; purified JNK3 kinase activity, HTS; P53779; in the data active means inhibition above about 17%;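 further: 0% = DMSO and 100% = reference inhibitor; many of its hits are not listed in these tables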
# Target sequence (P53779 whole entry, looked up): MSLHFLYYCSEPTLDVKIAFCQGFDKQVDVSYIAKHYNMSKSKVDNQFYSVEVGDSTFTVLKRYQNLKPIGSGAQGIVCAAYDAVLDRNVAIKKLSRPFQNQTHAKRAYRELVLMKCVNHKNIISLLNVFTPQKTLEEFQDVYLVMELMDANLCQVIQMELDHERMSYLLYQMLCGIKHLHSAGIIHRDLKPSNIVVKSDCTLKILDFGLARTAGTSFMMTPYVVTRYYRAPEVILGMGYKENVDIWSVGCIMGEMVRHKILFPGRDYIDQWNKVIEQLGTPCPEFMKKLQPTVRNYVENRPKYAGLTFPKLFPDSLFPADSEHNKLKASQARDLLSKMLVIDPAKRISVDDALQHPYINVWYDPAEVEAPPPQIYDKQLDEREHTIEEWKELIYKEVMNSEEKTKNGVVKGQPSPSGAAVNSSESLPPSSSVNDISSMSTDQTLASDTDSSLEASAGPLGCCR
# CatL inh – inhibitors of human cathepsin L; P07711; purified cathepsin L, fluorogenic substrate, fluorescence; inhibition, %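 (tested at 10 µM)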; actives 0.17% (n = 58,000); AID 460; in the data active means inhibition above about 45%;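 further: 0% = enzyme with no compound and 100% = no enzyme blank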
# Target sequence (P07711 114-288 limits assumed): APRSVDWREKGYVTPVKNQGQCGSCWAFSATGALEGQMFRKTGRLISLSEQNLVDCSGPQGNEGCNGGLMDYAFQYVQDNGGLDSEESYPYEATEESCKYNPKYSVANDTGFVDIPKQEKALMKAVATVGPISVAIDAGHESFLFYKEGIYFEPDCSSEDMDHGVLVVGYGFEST
# Target sequence (P07711 292-333 limits assumed): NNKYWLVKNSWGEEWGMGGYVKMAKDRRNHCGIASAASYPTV
# C1s block – human complement C1s inhibition; purified C1s, fluorogenic AMC substrate, pooled mixtures; P09871; AID 538; actives 0.16% (n = 62,000); mean inhibition % of two 10-compound mixtures (stronger effect = higher value), % at 5 µM (by protocol);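 active means inhibition above 20% in each of the two 10-compound mixture wells holding the compound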;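 further: 0% = enzyme wells lacking compound mixture and 100% = no-enzyme blank wells; some compounds called inactive have numbers as strong as hits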
# Cathepsin G inh – cathepsin G (human) inhibition; actives 0.2% (n = 62,000); purified enzyme, AMC-tetrapeptide fluorescence, pooled mixtures; P08311; inhibition, % at 5 µM (by protocol);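 active means inhibition above 20% in each of the two mixture wells holding the compound; inactive means inhibition of 20% or less in either well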;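 further: 0% = enzyme control without mixture and 100% = blank lacking enzyme; strong numbers were not always called active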
# Target sequence (P08311 21-244 limits assumed): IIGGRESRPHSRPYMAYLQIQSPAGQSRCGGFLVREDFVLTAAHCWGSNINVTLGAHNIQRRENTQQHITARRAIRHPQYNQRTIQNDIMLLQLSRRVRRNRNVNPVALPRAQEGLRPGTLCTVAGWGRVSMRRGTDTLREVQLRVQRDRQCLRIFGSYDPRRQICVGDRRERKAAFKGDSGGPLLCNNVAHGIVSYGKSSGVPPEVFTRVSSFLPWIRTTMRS
# FXIIa mix inh – factor XIIa (human) inhibition, mixture screen; P00748; purified FXIIa, fluorogenic substrate, pooled mixtures; inhibition, % at 5 µM; actives 0.2% (n = 62,000); AID 684;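 further: 0% = enzyme without compound and 100% = no enzyme blank; some results filed as inactive read as strong as hits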
# ROCK2 inh – inhibitors of human Rho kinase 2; inhibition, % at 6 µM; purified ROCK2, Kinase-Glo ATP depletion luminescence; actives 0.35% (n = 60,000); AID 604; O75116;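 active means inhibition above the screen-wide mean inhibition plus 3 SD, cut at about 18% in these data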;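 further: plate controls were DMSO wells for no effect and Y-27632 control wells after no-enzyme background subtraction for full effect; many of its hits are not listed in these tables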
# * hit, by the source's call; . = not tested or not shown. Unless noted, no stated cut-off is given here; in the data, active means inhibition above about 20% (passing the limit was not always enough); inactive means the rest.
SMILES,CatS block,PKA kinase inh,FXIa mix inh,JNK3 blocker,CatL inh,C1s block,Cathepsin G inh,FXIIa mix inh,ROCK2 inh
COc1ccccc1NC(=O)C(O)C(O)C(=O)Nc1ccccc1OC (centres undefined),18.8,-0.3,8.6,0.1,5.3,-2.2,-37.4,2.3,4.0
Cc1cccc(NC(=O)CN2C(=O)COc3ccc(Cl)cc32)c1C,6.5,4.1,3.6,6.8,2.8,12.2,11.3,3.8,3.9
O=C(O)C1C2C=CC(O2)C1C(=O)Nc1ccc(S(=O)(=O)Nc2ccccc2)cc1 (centres undefined),7.9,6.8,-3.7,0.4,.,-11.2,7.9,-13.0,4.5
O=C(COc1ccccc1)N1CCN(c2ncnc3c2cnn3-c2ccccc2)CC1,-0.6,1.8,4.9,-3.2,0.0,-12.4,-1.0,-48.7,2.6
CC(NC(=O)c1nn(C)c(=O)c2ccccc12)c1ccc(F)cc1 (centres undefined),7.8,-0.7,8.2,-7.8,11.0,-0.8,4.1,0.2,-10.0
Cc1ccc(C)c(OCC(O)CN2CCC(C)CC2)c1C (centres undefined),-5.4,6.3,4.9,1.1,-8.3,1.8,-0.2,-14.0,5.0
CCCCNC1=C(Br)C(=O)CC(C)(C)C1,.,1.7,.,0.1,8.5,.,.,.,-7.2
O=c1[nH]c(Cc2cccs2)nc2ccccc12,-2.0,4.9,0.8,1.4,7.1,0.4,-4.0,6.0,0.4
COc1cccc(C(=O)NCC2CCCO2)c1 (centres undefined),-1.2,9.5,6.6,0.1,1.6,2.0,-0.2,2.3,4.3
CCC(=O)N1CCCc2cc(S(=O)(=O)N3CCN(c4ccccc4F)CC3)ccc21,-4.3,2.7,-6.8,6.8,10.6,-57.4,-5.1,4.9,4.6
Cc1cc(C(=O)Nc2sc3c(c2C#N)CCC(C(C)(C)C)C3)no1 (centres undefined),-5.1,6.9,3.3,1.8,0.1,-30.5,-5.5,0.1,-2.8
O=C(COn1nnc2ccc(Cl)cc21)NCc1ccccc1,2.1,-0.8,2.8,1.7,1.9,15.9,8.9,-10.4,3.7
O=C(c1cccc(-n2cnnn2)c1)N1CC=C(c2ccccc2)CC1,1.7,6.0,4.4,0.2,7.8,-8.5,7.5,-1.2,0.7
O=C(O)C1CCCN1S(=O)(=O)c1ccc2c(c1)CCC2 (centres undefined),-0.9,-3.6,2.3,-3.1,14.2,-1.1,3.6,10.0,-4.9
O=C(Nc1cnc2ccccn2c1=O)c1ccc(F)cc1,0.5,8.2,-3.5,-6.8,10.6,0.7,6.7,8.2,5.7
O=C(N1CCN(c2ccccc2)CC1)C(F)(F)C(F)F,12.1,.,-6.1,.,0.1,-44.7,-11.4,-18.5,.
Clc1ccc(-c2nnc(N3CCCC3)nn2)cc1,-12.2,-0.1,-12.8,.,.,-160.6,-11.9,3.2,.
CCCn1nnc(NC(=O)COc2ccc(Cl)cc2)n1,16.4,6.3,-3.5,.,9.4,3.2,8.9,8.3,.
Cc1ccc(S(=O)(=O)N2CCCC2C(=O)O)cc1 (centres undefined),1.1,8.1,6.2,6.8,-5.6,6.9,6.7,2.0,3.1
N#Cc1nc(-c2ccco2)oc1NCCCn1ccnc1,-6.1,9.0,5.8,-6.2,-21.2,0.3,-0.9,1.8,5.3
CCN(c1ccccc1)S(=O)(=O)c1ccc(NCC2COc3ccccc3O2)nc1 (centres undefined),-2.2,5.4,6.2,6.2,5.0,-3.6,8.9,-16.4,6.8
COc1ccc2c(c1)[nH]c1c(=O)n(CCc3cnc[nH]3)cnc12,-1.7,6.6,6.7,1.9,-6.7,-14.9,-1.5,1.0,7.1
Cn1c(CN2CCCCC2)nc2cc(NS(=O)(=O)c3ccc(Cl)cc3)ccc21,6.2,6.6,-1.2,-4.7,-3.0,-17.5,-10.5,-1.1,0.6
CC12CN3CC(C)(CN(C1)C31C(=O)N(Cc3ccccc3)c3ccccc31)C2=O (centres undefined),8.4,11.9,-2.7,-2.3,.,-4.5,4.4,1.2,2.4
CCC1(C)Cc2c(sc(NC(=O)CCC(=O)O)c2C#N)CO1 (centres undefined),.,0.5,.,-3.6,4.3,.,.,.,7.5
Cc1cccc(C)c1OCc1nnc2c3cnn(C)c3ncn12,29.1,2.6,-3.9,.,5.4,-20.3,-40.1,-15.7,.
CC1C(=O)CCC1(C(=O)O)c1ccccc1 (centres undefined),6.0,-1.1,-3.3,-5.0,14.2,-1.4,0.0,-2.2,0.1
O=C(CCCSc1nc2ccccc2[nH]1)Nc1nnc(-c2ccccc2)o1,-3.7,-3.6,0.5,1.3,-2.2,-6.8,-3.2,-19.0,-3.4
CCCCc1[nH]nc2c1C1(C(=O)N(CC)c3ccccc31)C(C#N)=C(N)O2 (centres undefined),0.6,8.4,-3.8,-3.1,8.2,-28.1,5.8,7.2,3.5
O=C(CN1CCN(Cc2ccccc2)CC1)NCC1COc2ccccc2O1 (centres undefined),-1.1,.,7.7,.,15.4,13.1,5.0,7.2,.
O=C1c2ccccc2NC(c2ccc(Cl)cc2Cl)N1O (centres undefined),15.1,2.9,3.5,-0.6,15.4,-8.1,9.3,4.7,1.1
COC(=O)c1ccccc1NC(=O)c1nc2nc(C)cc(C)n2n1,-2.0,6.9,-3.0,1.7,-1.8,2.3,8.8,-17.8,5.8
O=C(O)CSc1nnc(Cc2ccccc2)n1Cc1ccccc1,1.7,-4.2,5.6,-11.4,-9.5,4.2,4.3,5.1,-5.4
CCc1cc2c(=O)c(-c3cscn3)coc2cc1OC,7.8,5.5,3.5,-7.2,23.3,7.7,13.0,1.2,5.0
CCOC(=O)c1oc2ccccc2c1NC(=O)c1ccc2c(c1)OCO2,19.3,-1.4,1.1,5.3,10.1,-8.8,-3.2,3.3,3.0
CCCn1nnnc1SCC(=O)NCc1cccs1,-0.5,5.8,0.7,0.9,27.6,0.2,7.9,8.5,0.7
CC1CCN(C(=O)CCc2nc3cc(S(=O)(=O)N(C)C)ccc3n2C)CC1,0.2,7.6,7.7,0.2,10.2,11.8,9.3,9.4,6.3
COC(=O)c1cc2sc(Cl)cc2n1CC(=O)Nc1ccc(OC)c(OC)c1OC,-4.7,8.7,2.1,3.2,-2.2,-6.4,7.3,2.1,3.2
CCOC(=O)C1=C(C)Nc2nc(C)nn2C1c1cc(OC)ccc1OC (centres undefined),1.5,3.2,9.8,-3.2,.,6.9,3.3,9.3,-4.7
COCc1cc(=O)[nH]c(Nc2nc3ccc(C)cc3o2)n1,.,6.3,.,2.4,5.1,.,.,.,9.2
CCOC(=O)c1sc2ncn(CC(=O)NCC3CCCO3)c(=O)c2c1C (centres undefined),-3.9,1.0,3.4,-6.5,-0.9,16.6,4.4,3.1,-3.3
Cc1ccccc1Nc1nn2c(=O)c3ccccc3nc2s1,1.0,7.1,2.0,25.7*,11.6,12.7,10.5,0.8,0.3
O=C(N1CCN(c2ccccc2)CC1)C(F)(F)C(F)(F)F,-6.7,12.6,-15.6,1.5,.,-50.5,5.7,-8.8,1.3
CC1CC(=O)N(CC(=O)NCc2ccc3c(c2)OCO3)c2ccccc2S1 (centres undefined),33.9,4.9,-3.6,-3.2,-5.7,1.1,6.7,-4.9,2.3
O=C(O)c1ccc2c(c1)C(=O)N(CCC1=CCCCC1)C2=O,7.8,-6.2,12.4,-0.5,21.5,-41.9,-8.5,-0.9,-3.5
Cc1cc(S(=O)(=O)NC2CCCCC2)ccc1OCC(=O)NCc1ccccn1,-9.8,7.7,5.2,-3.7,1.5,-13.8,1.9,-1.4,7.0
COc1ccc(-c2noc(CCC(=O)N3CCN(Cc4ccccc4)CC3)n2)cc1,-1.7,2.9,10.1,.,-2.2,13.7,10.5,2.1,.
CCC(C)NC(=O)C(Cc1ccccc1)NS(=O)(=O)c1cccc2nsnc12 (centres undefined),8.9,6.9,0.3,-6.6,27.5,9.1,4.5,-1.1,1.8
CCCCCOC(=O)Cc1c(O)c2ccccc2n(C)c1=O,-11.7,-3.6,8.2,-5.4,-20.6,2.0,9.9,-3.2,-4.7
S=c1[nH]nc(-c2ccco2)n1-c1cccc2ccccc12,9.1,0.6,-6.0,-1.4,13.5,-28.3,10.4,-17.1,-3.2
Cc1cccc(OCCC(=O)NCC(c2ccccc2)N(C)C)c1 (centres undefined),-9.0,2.2,-0.1,-5.0,-0.1,-19.2,-4.2,11.0,2.9
CCCCN(C(=O)c1ccco1)c1nnc(-c2cc(OC)c(OC)c(OC)c2)s1,5.6,0.7,4.4,.,.,-3.1,3.5,-28.6,.
CCOC(=O)C1CCCN(C(=O)Cn2cccc2C(=O)c2ccccc2)C1 (centres undefined),1.3,-0.5,1.7,-5.0,14.3,-42.8,-5.4,5.0,0.8
O=C(NCCN1CCCCC1)c1ccc(=O)oc1,13.7,5.9,5.7,3.0,13.3,-9.8,3.7,2.3,11.9
Cc1cc(C)c2c(=O)n(CC(=O)N3CCC(Cc4ccccc4)CC3)sc2n1,1.7,6.5,5.4,-4.6,19.2,9.7,13.0,4.5,7.8
COc1ccc(C(OC(=O)c2c(C)noc2C)C(=O)NC2CCCC2)cc1 (centres undefined),-4.3,5.5,-1.5,-0.9,9.3,-13.3,-5.5,2.2,-1.1
COc1ccccc1CNC(=O)C1CCN(S(=O)(=O)c2c(C)noc2C)CC1,4.5,2.7,6.4,.,-2.9,-8.1,5.8,-19.3,.
CCOc1ccc(C(=O)NCc2ccccn2)cc1,-17.9,7.2,-22.9,0.1,-0.6,-176.0,-11.1,3.6,3.8
COCCNC(=O)CS(=O)Cc1nc(-c2ccccc2C)oc1C (centres undefined),2.8,2.9,5.9,-6.5,-0.5,-7.9,-1.8,-15.2,-6.0
COc1ccccc1N1CCN(C(=O)Cn2nnc(-c3ccncc3)n2)CC1,-2.2,-13.6,4.7,1.9,-5.7,14.7,12.3,4.0,-0.1

# (further entries)
SMILES,CatS block,PKA kinase inh,FXIa mix inh,JNK3 blocker,CatL inh,C1s block,Cathepsin G inh,FXIIa mix inh,ROCK2 inh
CCCCN(C)C(=O)c1ccc(CS(=O)(=O)c2ccccc2C)o1,-2.8,11.1,8.4,3.0,13.6,8.2,12.9,-1.6,1.4
COc1ccc(-n2c(=O)[nH]cc(C(=O)Nc3ccc(NC(C)=O)cc3)c2=O)cc1,4.4,7.6,4.3,-0.5,4.2,-6.2,2.9,0.9,7.0
CCO/C=C/C(O)(CNC(=O)COc1ccccc1F)C(F)(F)F (centres undefined),-7.2,0.0,5.9,5.8,.,-8.5,-2.5,-15.5,2.3
Cc1nc2nc(SCC(=O)C(C)(C)C)[nH]c2cc1Br,12.1,-7.6,3.1,6.2,0.1,16.2,7.7,3.2,-1.7
O=C(Nc1ccc(F)cc1)N1CCn2c(nc3ccccc32)C1,15.8,2.0,12.5,4.2,5.7,26.6,16.1,9.5,-2.5
CCc1ccccc1Nc1ccc(C(=O)O)cc1N,15.3,-2.0,4.0,11.4,3.4,1.6,6.9,9.3,-0.1
CCN1CCCC1CNC(=O)c1nn(-c2ccc(C)cc2)c(=O)c2c1c1ccccc1n2C (centres undefined),-5.5,3.8,12.5,-1.9,-10.1,-29.1,0.8,6.2,0.8

# An excerpt from above in order of molecular weight, low to high.
SMILES,CatS block,PKA kinase inh,FXIa mix inh,JNK3 blocker,CatL inh,C1s block,Cathepsin G inh,FXIIa mix inh,ROCK2 inh
CCc1ccccc1Nc1ccc(C(=O)O)cc1N,15.3,-2.0,4.0,11.4,3.4,1.6,6.9,9.3,-0.1
Cc1nc2nc(SCC(=O)C(C)(C)C)[nH]c2cc1Br,12.1,-7.6,3.1,6.2,0.1,16.2,7.7,3.2,-1.7
CCO/C=C/C(O)(CNC(=O)COc1ccccc1F)C(F)(F)F (centres undefined),-7.2,0.0,5.9,5.8,.,-8.5,-2.5,-15.5,2.3
COc1ccccc1N1CCN(C(=O)Cn2nnc(-c3ccncc3)n2)CC1,-2.2,-13.6,4.7,1.9,-5.7,14.7,12.3,4.0,-0.1
CCN1CCCC1CNC(=O)c1nn(-c2ccc(C)cc2)c(=O)c2c1c1ccccc1n2C (centres undefined),-5.5,3.8,12.5,-1.9,-10.1,-29.1,0.8,6.2,0.8
